Compound activity from PubChem BioAssay.
BAZ2B block: BAZ2B (human) inhibition; AlphaScreen BAZ2B-H3K14Ac peptide displacement; Q9UIF8; Potency, µM (highest dose often 114 µM), for the others: top-dose activity change, negative = inhibition, most hits filed as inhibitors; 360,000 tested, 4.4% active; also: potency is read from the fitted curve at half-maximal effect; % is scaled to controls: 0 for no effect and ±100 for the full control effect; nearly all actives have a fitted effect of over 60% in size
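Complex of BAZ2B and biotin-H3K14Ac (50 nM apiece) forms over 30 min at RT, then faces library compounds up to 110 uM for another 30 min; AlphaScreen beads added, 20 min dark incubation, luminescence read.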
PI4K2A block: blocks human PI4K2A kinase activity; 420,000 tested, 0.13% active; purified PI4K2A, ADP-Glo luminescence, 1 h; active compounds read low; Q9BTU6; activity change, negative = inhibition, % at 76.9 µM; in the data active = activity change below about -50%; inconclusive = mostly about -30% to -49%;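 also: -100% = wells without enzyme as full effect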
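PI4K2A activity was measured by ADP-Glo luminescence: enzyme (4 ug/mL stock) and phosphatidylinositol (1.2 mM stock) in Tris pH 7.5/MgCl2/EGTA/Triton X-100 buffer were reacted with ATP (300 microM stock) for one hour at ambient temperature.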
G9a inh: blocks human histone lysine methyltransferase G9a | Q96KQ7 | G9a H3K9 monomethylation, AlphaScreen, 2 h | Potency, µM (highest dose often 102 µM), for the others: at the highest dose activity, negative = inhibition, actives largely listed as inhibitors | 350,000 tested, 8.8% active | AID 504332; also: potency is read from the fitted curve at half-maximal effect; % is scaled to controls: 0 for no effect and ±100 for the full control effect; nearly all actives have a fitted effect of over 75% in size
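AlphaScreen read-out: biotin-H3K9 peptide (500 nM) methylation by 20 nM enzyme with 20 uM SAM, 2 h at room temperature after 15 min compound preincubation; anti-monomethyl H3K9 antibody plus donor/acceptor beads, 10 min dark.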
GLS inh: glutaminase GLS (human) inhibition | GLS enzymatic activity, qHTS titration | Potency, µM (series often up to 45.5 µM), for the others: at the top dose activity change, negative = inhibition, usual class: inhibitors | 410,000 tested, 0.21% active | AID 624170; also: potency is read from the fitted curve at half-maximal effect; % is scaled to controls: 0 for no effect and ±100 for the full control effect
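Two-point fluorescence kinetic (t0, 30 min RT) for hKGA; glutamate detected via glutamate oxidase–HRP–Amplex Red. Substrate: 1 mM L-glutamine solution; buffer 45 mM KH2PO4, pH 8.2.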
ERG Ets-DNA blk: inhibitors of human ERG Ets domain-DNA interaction; P11308; fluorescence polarization, His-ERG Ets domain / labelled DNA; Potency, µM (titrated, usually from 76.9 µM), for inactives: at the highest dose FP activity, negative = inhibition, actives largely listed as inhibitors; 370,000 tested, 0.028% active; AID 624246; active = well fitted inhibition curve with a large enough effect in the polarisation, with a control signal flat; inconclusive = small, poorly fitted or top-dose-only effect, or effect the other way, or a change in a side signal; inactive = no such curve, though single readings can be large or run the other way; the % refers to the polarisation;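 also: polarization taken with two DNA probes labelled with fluorescein and Texas red; potency is read from the fitted curve at half-maximal effect; % of control where 0% means no effect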
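His-tagged ERG Ets domain (1 uM in the protein solution; 300mM KCl, 50mM Tris-HCl, 1mM EDTA, 1mM DTT, pH 7.5) received compound, then a probe mix of 5 nM fluorescein-DNA and 100nM Texas-615-DNA. Fluorescence polarization was read for both dyes.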
HP1b binding inh: HP1-beta chromodomain-methylated histone interaction inhibition; P83916; AlphaScreen HP1-beta / biotin-H3K9me3 peptide binding; Potency, µM (top dose mostly 114 µM), for inactives: top-dose activity change, negative = inhibition, actives largely listed as inhibitors; 390,000 tested, 0.56% active; AID 540317; also: potency is read from the fitted curve at half-maximal effect; nearly all actives have a fitted effect of over 70% in size; inactives centre near 23
Target sequence (P83916 whole entry, looked up): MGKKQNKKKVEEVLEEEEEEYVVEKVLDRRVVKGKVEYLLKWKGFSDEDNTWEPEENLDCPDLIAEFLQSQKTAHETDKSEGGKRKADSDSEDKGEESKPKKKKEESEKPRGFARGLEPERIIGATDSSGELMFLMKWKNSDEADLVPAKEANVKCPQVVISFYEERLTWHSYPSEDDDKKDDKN
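AlphaScreen: HP1-beta (50 nM) preformed 30 min with biotin-H3(1-18)K9me3 peptide (50 nM) in PBS pH 7.4, 0.01% Tween-20. Compound added for 30 min at RT, then streptavidin donor/nickel chelate acceptor beads (10 ug/mL) for 30 min.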
JMJD2A Tudor: blocks the human JMJD2A Tudor domain | AlphaScreen JMJD2A-Tudor / H3K4me3 peptide binding | Potency, µM (highest dose often 114 µM), for the others: at the highest dose activity change, negative = inhibition, most hits filed as inhibitors | 390,000 tested, 4.4% active; also: potency is read from the fitted curve at half-maximal effect; % is scaled to controls: 0 for no effect and ±100 for the full control effect; nearly all actives have a fitted effect of over 50% in size
RGS4 inh: blocks human RGS4-accelerated GTP hydrolysis; P49798; Transcreener GDP fluorescence polarization, RGS4-accelerated GTP hydrolysis; Potency, µM (highest dose often 114 µM), without a hit: top-dose activity change, negative = inhibition, most hits filed as inhibitors; 390,000 tested, 0.039% active; also: potency is read from the fitted curve at half-maximal effect; % is scaled to controls: 0 for no effect and ±100 for the full control effect; nearly all actives have a fitted effect of over 75% in size; some results filed as inactive show a strong effect at the top dose
Target sequence (P49798 whole entry, looked up): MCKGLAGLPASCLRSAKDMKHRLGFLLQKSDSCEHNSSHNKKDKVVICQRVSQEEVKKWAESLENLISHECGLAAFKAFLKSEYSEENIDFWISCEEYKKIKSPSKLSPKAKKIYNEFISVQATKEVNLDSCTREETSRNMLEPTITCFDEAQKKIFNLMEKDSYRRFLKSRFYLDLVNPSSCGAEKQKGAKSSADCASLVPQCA
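MLSMR compounds (23 nl, pin-transferred) preincubated 10 min at room temperature with a 500nM (2x) first reagent, then RGS4 at 900nM (2x) plus Transcreener GDP mix added; fluorescence polarization (620/688 nm) read before and after 90 min at 30 °C.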
12-LOX inh: blocks human arachidonate 12S-lipoxygenase | purified 12hLO, xylenol orange hydroperoxide absorbance | AID 1671190 | 580,000 tested, 1.1% active | Potency, µM (top dose mostly 108 µM), without a hit: at the top dose activity change, negative = inhibition, hits mostly inhibitors; also: potency is read from the fitted curve at half-maximal effect; % is scaled to controls: 0 for no effect and ±100 for the full control effect
Target sequence (P18054 whole entry, looked up): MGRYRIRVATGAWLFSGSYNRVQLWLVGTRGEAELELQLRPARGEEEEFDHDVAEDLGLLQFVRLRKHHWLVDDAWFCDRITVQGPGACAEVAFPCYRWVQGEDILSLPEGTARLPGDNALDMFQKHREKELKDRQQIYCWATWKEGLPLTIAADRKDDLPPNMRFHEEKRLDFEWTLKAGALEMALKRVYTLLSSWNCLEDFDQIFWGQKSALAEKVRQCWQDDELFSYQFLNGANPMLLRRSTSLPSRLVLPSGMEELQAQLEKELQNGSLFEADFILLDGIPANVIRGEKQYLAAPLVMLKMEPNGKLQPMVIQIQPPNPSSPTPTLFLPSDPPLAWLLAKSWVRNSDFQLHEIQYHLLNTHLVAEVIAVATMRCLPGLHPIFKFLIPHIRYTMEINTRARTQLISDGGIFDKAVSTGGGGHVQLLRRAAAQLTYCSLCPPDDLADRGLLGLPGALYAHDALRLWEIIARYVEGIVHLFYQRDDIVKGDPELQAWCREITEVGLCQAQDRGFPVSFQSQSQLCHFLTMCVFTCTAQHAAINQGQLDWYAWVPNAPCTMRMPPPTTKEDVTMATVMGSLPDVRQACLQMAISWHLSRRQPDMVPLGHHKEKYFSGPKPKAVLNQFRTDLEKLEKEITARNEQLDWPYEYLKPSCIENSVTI
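Purified human 12hLO at 150 nM in 25 mM Hepes, 0.01% Triton X-100, pH 7.0, preincubated 15 min at room temperature with compound. Reaction started with 40 uM arachidonic acid, 30 min at room temperature. Hydroperoxide measured by Fe-xylenol orange, 573/405 nm absorbance ratio.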
* marks the source's active call; other numbers are inactive results; i = inactive; u = inconclusive; x = not tested or not shown; & = joins results of further samples; [ ] = remark or other dose. Unless noted, calls follow the shape of the dose curve; as a rule, active = well fitted curve in the direction sought with a large enough effect; inconclusive = small, poorly fitted or top-dose-only effect, or another doubt; inactive = no such curve, though single readings can be large; an effect the other way counts as inactive or inconclusive.

BAZ2B block	PI4K2A block	G9a inh	GLS inh	ERG Ets-DNA blk	HP1b binding inh	JMJD2A Tudor	RGS4 inh	12-LOX inh	structure
-2%	-4	0%[59 µM]	0%	2%	46%[activator]	3%	6%	-28%	COc1cccc(C(C(=O)NCc2ccccc2)N(C(=O)Cn2nnc3ccccc32)c2cccc(C(C)=O)c2)c1 (stereo not drawn)
x	-1	28%[59 µM]	-4%	4%	19%	0%	-18%	0%	CC1CCC2(CC1)NC(=O)N(Cc1nc(-c3ccccc3)no1)C2=O (stereo not drawn)
-1%	-3	1%[12.7 µM]	-3%	1%	76%[activator]	6%	-3%	0%	CCOC(=O)c1ccccc1NC(=O)c1ccccc1NS(C)(=O)=O
x	-3	x	0%	4%	39%[activator]	-14%	1%	-24%	Cc1cccc(C(=O)O[C@H]2[C@H](Cc3ccccc3)NS(=O)(=O)[C@H]3CC4C=C[C@]23O4)c1
9%	-15	7%	1%	14%	24%	-17%	u	u	COc1ccccc1NC(=O)C(C)OC(=O)Cc1n[nH]c(=O)c2ccccc12 (stereo not drawn)
1%	0	x	-1%	11%	9%	-11%	24%	-5%	Oc1ccc(Br)cc1-c1ccnn1-c1ccccc1
-1%	-3	-9%[59 µM]	1%	-3%	9%	-11%	9%	1%	COc1ccc(C(=O)OCC(=O)Nc2cccc(C(C)=O)c2)c(OC)c1OC
7%	5	-5%	1%	1%	26%	8%	32%	53%[activator]	CC(=O)N1CCc2cc(S(=O)(=O)NCCN3CCC(C)CC3)ccc21
15%	0	u	1%	-11%	37%	-12%	-10%	-5%	O=C(c1ccc(CNc2c(NC3CCCCC3)c(=O)c2=O)cc1)N1CCc2ccccc21
x	6	x	13%	-5%	11%	-8%	-19%	u	CC(CNc1ccc(Cl)cc1)(CNc1ccc(Cl)cc1)[N+](=O)[O-]
x	2	-4%[59 µM]	-1%	4%	18%	-13%	16%	88%[activator]	CCOC(=O)CC(=O)Nc1nc2ccccc2s1
-34%	0	u	0%	-1%	17%	-27%	9%	-14%	COC(=O)C1=C(C)N(c2ccc(OC)c(OC)c2)C(=O)/C1=C\c1cccs1
-5%	1	4%[59 µM]	-2%	x	13%	-4%	6%	-10%	Cc1ccc(-c2cc(C(=O)N3CCCC3)no2)cc1
2%	-5	18%[12.7 µM]	10%	-1%	28%	1%	0%	301%[activator]	Cc1nc(SCC(=O)Nc2c(C)n(C)n(-c3ccccc3)c2=O)nc(C)c1C
-2%	-1	17%[12.7 µM]	-7%	-8%	41%[activator]	-9%	2%	-9%	CCCCn1nc2cc(C(=O)NCCc3ccc(C)cc3)ccc2c1OCC
-1%	0	26%	15%	-2%	38%[activator]	-4%	12%	6%	CC(C)(C)c1ccc(C(=O)NNC(=O)c2cccc(-n3cnnn3)c2)cc1
-21%	-2	3%[59 µM]	3%	1%	36%	-7%	8%	-18%	O=C(CC1S/C(=N/N=C/c2cccs2)NC1=O)Nc1ccc(Cl)cc1 (stereo not drawn)
-6%	2	u	1%	-4%	41%	-7%	-15%	11%&0%	Cc1ccc2c(CN3CCN(S(=O)(=O)c4ccc5c(c4)OCCO5)CC3)cc(=O)oc2c1C
x	3	x	-3%	-19%	55%[activator]	-7%	-25%	u	CCN(C[C@H]1N[C@@](CC)(C(=O)OC)[C@H]2C(=O)N(Cc3ccccc3)C(=O)[C@@H]12)C(=O)c1ccc(F)cc1
-38%	5	x	-4%	4%	41%[activator]	-14%[11.4 µM]	4%[11.4 µM]	-8%	C=C(C)c1cccc(C(C)(C)NC(=O)N2CCN(C/C=C/c3ccccc3)CC2)c1
-2%	-2	0%	-3%	0%	34%	1%	-1%	-56%	CN(C)CCNc1cnn(-c2ccccc2)c(=O)c1Cl
x	2	x	0%	-5%	19%	-12%	31%	-2%	Cc1cc(-n2c(C)cc(C(=O)CN3C(=O)C(=O)N(C)C3=O)c2C)no1
1%	-4	-15%[59 µM]	11%	-8%	28%	-2%	-25%	u	OC(COCC1COc2ccccc2O1)CN1CCc2ccccc2C1 (stereo not drawn)
1%	1	3%[59 µM]	-1%	11%	31%	-5%	30%	-5%	Cc1ccc(OCCN2C(=O)NC3(CCc4ccccc4C3)C2=O)cc1 (stereo not drawn)
x	-4	x	5%	-1%	20%	-10%	12%	x	CC(C)CNC(=O)C1(N2C(=O)c3ccccc3C2=O)CCCC1
30%	-3	10%	3%	-5%	32%	-10%	-45%	439%[activator]	Cn1c(-n2c(CCCN3C(=O)c4ccccc4C3=O)nc3ccccc3c2=O)nc2ccccc21
10%	1	u	3%	-5%	30%	-3%	-18%	-2%	CCOC(=O)C(CC)Sc1ccc2nnc(CCNS(=O)(=O)c3ccccc3)n2n1 (stereo not drawn)
4%	5	x	1%	3%	23%	-9%	-2%	0%	Cc1[nH]n(C)c(=O)c1C(=O)c1c(-c2ccccc2Cl)noc1C
4%	u	32µM*	0%	-3%	35%	-22%	-10%	277%[activator]	O=C1Cc2ccccc2C(=O)N1CCc1ccccc1
-1%	-1	-3%	2%	3%	23%	-5%	-3%	-11%	COc1ccc(S(=O)(=O)N2CCC(C(=O)N3CCN(C)CC3)CC2)cc1OC
0%	3	-22%	5%	-1%	20%	-10%	-10%	-18%	O=S(=O)(NCc1cccs1)c1ccccc1Cl
11%	3	9%[12.7 µM]	3%	1%	45%[activator]	9%	-8%	2%	Cc1cccc(OCCOCCSc2ncccn2)c1
12%	-3	23%[12.7 µM]	0%	5%	32%[activator]	-7%	5%	145%[activator]	COc1ccc(C(=O)Nc2ccc(NC(C)=O)cc2)cc1S(=O)(=O)N1CCCC1
-12%	-15	5%	-3%	-3%	9%	-8%	16%	-5%	CCC(CC)C(=O)NCc1cccnc1
u	-80*	17%[59 µM]	-5%	7%	48%[activator]	-6%	-14%	7%	O=C(Nc1nc2ccccc2[nH]1)c1ccccc1F
-35%	-3	u	-7%	7%	9%	-19%	-53%	u	O=C(/C=C/c1ccco1)Nc1ccc2nn(-c3ccccc3)nc2c1
-9%	11	-29%[59 µM]	-11%	-1%	27%	3%	-20%	u	CCOc1cc(/C=C(\C#N)C(N)=O)ccc1OS(=O)(=O)c1ccccc1
-3%	1	-1%[59 µM]	8%	-5%	8%	-27%	-8%	-2%	CCC(CC)C(=O)NCCNC(=O)C(CC)CC
x	-1	x	-4%	-16%	34%	-6%	-5%	18%	C[C@H](OC(=O)c1[nH]cnc1C(=O)N1CCN(C(=O)OC(C)(C)C)CC1)c1ccccc1
-27%	1	x	2%	-7%	27%	-1%	-6%	24%	CCCc1nnc(NC(=O)CCC(=O)NCc2ccccc2OC)s1
11%	-5	12%	3%	14%	31%	-25%	4%	5%	CC1CCCCN1CCNC(=O)CC1Oc2ccccc2NC1=O (stereo not drawn)
-36%	-6	u	-7%	-15%	15%	-26%	-6%	0%	O=C(CSc1nc(N2CCCCC2)nc(N2CCCCC2)n1)N1CCN(c2ccccc2)CC1
x	-7	x	8%	-7%	9%	-14%	26%	-17%	CC1CN(C(=O)c2ccccc2NS(=O)(=O)c2ccc(Cl)cc2)CC(C)O1 (stereo not drawn)
33%	1	-12%[59 µM]	-3%	3%	115%	50%[activator]	-27%	-28%	CC1SCCN1S(=O)(=O)c1ccc2ccccc2c1 (stereo not drawn)
x	-4	28µM*	35%	3%	-12%	u	21%	x	Clc1ccc(-c2nc(/C=N/N3CCOCC3)c3ccccn23)cc1
-4%	-3	-36%	7%	-14%	16%	-13%	16%	-3%	CC1CCCCC12NC(=O)N(CC(=O)N1CCN(S(=O)(=O)c3ccc4c(c3)CCC4)CC1)C2=O (stereo not drawn)
-14%	4	-3%[59 µM]	7%	-5%	45%[activator]	-7%	-14%	u	CC(=O)c1cccc(NC(=O)CSc2nnc3ccc(-c4ccc(Cl)cc4)nn23)c1
56µM*	4	8%	-10%	9%	18%	45µM*	-11%	i	O=C(N/N=C(\c1ccccc1)c1cccnc1)c1cccc(F)c1
x	5	x	-12%	3%	18%	-3%	3%	-16%	CCOC(=O)C1CCC(=O)C1 (stereo not drawn)
-5%	-10	-10%[0.501 µM]	-1%	-3%	19%	-12%	8%	0%	O=C(Cn1ccc(NC(=O)OCc2ccccc2)nc1=O)NCc1nc2ccccc2[nH]1
u	-2	u	-1%	x	-19%	u	-4%	-2%	Cc1cc(C)cc(-n2c(C)c3c(C)nnc(C)c3c2C)c1
16%	-1	0%	-7%	-17%	22%	2%	-24%	-4%	O=C(NC1CC1)c1cc2c(s1)CS(=O)(=O)C2
-8%[57.1 µM]	-11	-7%	0%	-5%	36%	-31%	25%[11.4 µM]	-8%	Cc1c(C(=O)N2CCCCCC2)c(S(=O)(=O)Nc2ccc(F)cc2)c(C)n1C

In the list so far, these contain a tert-butyl group:
BAZ2B block	PI4K2A block	G9a inh	GLS inh	ERG Ets-DNA blk	HP1b binding inh	JMJD2A Tudor	RGS4 inh	12-LOX inh	structure
-1%	0	26%	15%	-2%	38%[activator]	-4%	12%	6%	CC(C)(C)c1ccc(C(=O)NNC(=O)c2cccc(-n3cnnn3)c2)cc1
x	-1	x	-4%	-16%	34%	-6%	-5%	18%	C[C@H](OC(=O)c1[nH]cnc1C(=O)N1CCN(C(=O)OC(C)(C)C)CC1)c1ccccc1

This is a subset; the hit share may differ from the screen's.
